High-throughput results from PubChem BioAssay.
L929 necroptosis: blocks zVAD induced death of L929 cells; 220,000 compounds, 0.38% hits; viability rescue, % at 10 µM; L929 zVAD necroptosis rescue, ATP luminescence, 24 h; with zVAD 60 µM;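 active = activation, scaled between plate controls, above about 75%, limit read from the data; inactive = activation under that limit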;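 also: 0% = zVAD with DMSO and 100% = DMSO alone without zVAD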
Hck-Nef inh: human Hck-Nef kinase inhibition; P08631; Recombinant Hck-YEEI plus Nef, Z-Lyte FRET kinase assay; inhibition, % at 20 µM; 220,000 compounds, 0.68% hits;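 active = Hck-Nef kinase inhibition above about 50%, limit read from the data; inactive = inhibition below that limit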;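 also: 0% = DMSO with Hck plus Nef and 100% = Hck alone without Nef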
hK5 inh: blocks human kallikrein 5 protease activity; inhibition, % at 5 µM; 210,000 compounds, 0.59% hits; AID 873; recombinant hK5, fluorogenic AMC substrate cleavage; Q9Y337;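 active = inhibition of 40% or more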;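 also: 0% = enzyme controls without compound and 100% = no-enzyme blanks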
Target sequence (Q9Y337 67-293 limits assumed): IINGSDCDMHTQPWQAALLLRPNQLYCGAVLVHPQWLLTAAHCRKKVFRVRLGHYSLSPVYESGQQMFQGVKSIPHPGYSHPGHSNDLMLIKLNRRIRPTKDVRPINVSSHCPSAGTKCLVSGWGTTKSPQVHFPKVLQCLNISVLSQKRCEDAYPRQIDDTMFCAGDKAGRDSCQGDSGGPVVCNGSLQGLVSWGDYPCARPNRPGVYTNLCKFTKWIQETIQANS
Thrombin inh: thrombin (human) inhibition; P00734; alpha-thrombin, Boc-VPR-AMC fluorogenic substrate cleavage; inhibition, % at 5 µM; 220,000 compounds, 0.26% hits;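 active = inhibition at or above 40%; inactive = inhibition below 40%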;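 also: 0% = enzyme with no compound and 100% = wells without enzyme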
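System – human alpha-thrombin · Medium – pH 7.5 Tris (50 mM) with NaCl 150 mM, Tween 20 0.05% · Compound – single-point dosing at 5 µM, 0.2% DMSO · Incubation – enzyme reaction carried out at room temperature · Technique – fluorescence of released AMC, ex 355 nm, em 460 nm · Read-out basis – % inhibition of thrombin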
Rad51 HR inh: blocks human Rad51 in homologous recombination; hRad51 DNA strand exchange, fluorescence dequenching; AID 1385; 200,000 compounds, 0.085% hits; inhibition, % at 10 µM;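 active = inhibition above 40% at the single screening dose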;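 also: 0% = DMSO control wells and 100% = blanks with heterologous ssDNA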
Target sequence (Q06609 whole entry, looked up): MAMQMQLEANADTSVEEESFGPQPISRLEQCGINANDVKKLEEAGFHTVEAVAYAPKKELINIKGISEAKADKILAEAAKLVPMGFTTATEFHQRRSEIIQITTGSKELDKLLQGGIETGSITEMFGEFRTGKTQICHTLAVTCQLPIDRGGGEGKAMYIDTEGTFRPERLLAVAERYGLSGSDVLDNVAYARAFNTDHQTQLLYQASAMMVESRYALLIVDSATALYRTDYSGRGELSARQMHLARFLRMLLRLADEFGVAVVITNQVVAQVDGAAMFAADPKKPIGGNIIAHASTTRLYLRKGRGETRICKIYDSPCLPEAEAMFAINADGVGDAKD
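Material: human Rad51–ssDNA filaments; Probe or stimulus: labelled 47-mer dsDNA for strand exchange; Doses: single 10 µM dose; Incubation: 37 °C 15-min filament assembly, 30-min compound preincubation, 15-min exchange; Technique: FRET fluorescence dequenching, excitation 485 nm, emission 520 nm; Measure: Fluorescence-based percent inhibition, control- and blank-normalised; Benchmarks: plate control and blank wells.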
FXIa inh: blocks human coagulation factor XIa protease activity. purified FXIa, Boc-Glu-Ala-Arg-AMC fluorogenic substrate. inhibition, % at 5 µM. 220,000 compounds, 0.14% hits;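 active = inhibition of at least 40%; inactive = inhibition below 40%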;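 also: fluorescence of freed AMC excited at 355 nm; 0% = enzyme without compound and 100% = no enzyme blank; many of its hits are not listed in these tables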
TNF death inh: blocks TNF-alpha induced death of Jurkat FADD-/- cells; Jurkat FADD-/- TNF necroptosis rescue, ATP luminescence, 24 h; 0 = TNF only, 100 = no-TNF cells; activation (protection from cell death), % at 10 µM; 220,000 compounds, 0.068% hits; AID 463075;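 active = activation, meaning protection from cell death, of at least 50% relative to plate controls; inactive = activation below 50%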;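 also: necroptosis triggered by 40 ng/mL TNF-alpha added together with compound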
FXIIa inh 1536: inhibitors of human coagulation factor XIIa; purified FXIIa, Boc-QGR-AMC fluorogenic substrate, 2 h; P00748; inhibition, % at 5 µM; 220,000 compounds, 0.3% hits; in the data active = inhibition above about 40%;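 also: 0% = enzyme with no compound and 100% = blank without enzyme; many of its hits are not listed in these tables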
Cl transport mod: KCC2 (human) Cl- transport modulation; Q9H2X9; KCC2 cells, thallium flux FluoZin-2 fluorescence; B-score of Tl+ flux slope (higher = more flux/activation; lower = inhibition) at 10 µM; 190,000 compounds, 2.2% hits; AID 1456;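 active = thallium flux slope and its plate-corrected score both differing from the plate sample mean at a set confidence after two filtering rounds, in either direction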;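 also: slope of fluorescence scaled to starting intensity during 10 to 20 s after thallium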
The depositor's hits bear a star. Not all compounds are listed; rates above refer to the full screens.

For Fc1ccc(C(c2nnnn2C2CCCC2)N2CCN(Cc3ccncc3)CC2)cc1 (stereo not drawn) the results were L929 necroptosis -0.5, Hck-Nef inh 1, hK5 inh -18, Thrombin inh 5, Rad51 HR inh 4, FXIa inh -3, TNF death inh -2.2, FXIIa inh 1536 12 and Cl transport mod -0.66.
For C#CCONC(=O)c1cc(OCC(F)(F)F)ccc1OCC(F)(F)F the results were L929 necroptosis 0.5, Hck-Nef inh -1, hK5 inh -3, Thrombin inh 2, Rad51 HR inh -9, FXIa inh 6, TNF death inh -1.9, FXIIa inh 1536 7 and Cl transport mod 0.14.
`Cc1nc(NC(=O)c2ccc(OCC(C)C)cc2)sc1Cc1ccc2c(c1)OCO2` gave L929 necroptosis 1.7, Hck-Nef inh -11, hK5 inh -6, Thrombin inh -4, Rad51 HR inh 3, FXIa inh -5, TNF death inh 4.0 and Cl transport mod -0.13.
CC(=O)c1cccc(NC(=O)Nc2c(C)nn(C)c2C)c1 was read as L929 necroptosis 0.7, Hck-Nef inh 0, hK5 inh 1, Thrombin inh -7, Rad51 HR inh -4, FXIa inh 0, TNF death inh 0.4 and FXIIa inh 1536 -1.
Cn1cc(Cl)c(C(=O)NC(=S)Nc2sc3c(c2C#N)CCCCC3)n1 was read as L929 necroptosis 2.9, Hck-Nef inh 5, hK5 inh -20, Thrombin inh -8, Rad51 HR inh -6, FXIa inh 4, TNF death inh 2.6, FXIIa inh 1536 8 and Cl transport mod 11*.
O=C(Cc1ccc(Nc2nc3ccc(Br)cc3[nH]2)cc1)NCCc1cccs1 was read as L929 necroptosis 1.1, Hck-Nef inh 0, hK5 inh 39, Thrombin inh 20, Rad51 HR inh 20, FXIa inh 14, TNF death inh -7.0, FXIIa inh 1536 18 and Cl transport mod -0.0032.
For CCOc1ccc(S(=O)(=O)N(CC(=O)O)c2ccccc2)cc1 the results were L929 necroptosis 1.0, Hck-Nef inh 0, hK5 inh -12, Thrombin inh 1, Rad51 HR inh 5, FXIa inh -3, TNF death inh -1.9, FXIIa inh 1536 17 and Cl transport mod 1.3.
Screening Cc1ccc(C)c(-n2nnnc2SCC(=O)NNC(=O)c2ccco2)c1 returned L929 necroptosis 0.1, Hck-Nef inh -21, hK5 inh -6, Thrombin inh -8, Rad51 HR inh 21, FXIa inh -8, TNF death inh 0.6, FXIIa inh 1536 1 and Cl transport mod 0.21.
CN(C)S(=O)(=O)c1cc(S(=O)(=O)N(C)C)c(Cl)cc1N was read as L929 necroptosis 1.5, Hck-Nef inh 0, hK5 inh 4, Thrombin inh 4, Rad51 HR inh -1, FXIa inh -3, TNF death inh 0.0 and FXIIa inh 1536 -3.
For O=C1CCN(Cc2ccccc2)S(=O)(=O)c2ccccc21 the results were L929 necroptosis -0.4, Hck-Nef inh 22, hK5 inh 2, Thrombin inh -4, Rad51 HR inh -1, FXIa inh 1, TNF death inh 1.6, FXIIa inh 1536 7 and Cl transport mod -0.025.
O=C(CCc1nc2ccccc2s1)NC1CCOC1=O (stereo not drawn) was read as L929 necroptosis 0.3, Hck-Nef inh -25, hK5 inh 2, Thrombin inh 8, Rad51 HR inh -18, FXIa inh 12, TNF death inh -0.6, FXIIa inh 1536 25 and Cl transport mod 0.038.
For Clc1ccc(-c2noc(CCCOc3ccccc3)n2)cc1 the results were L929 necroptosis -0.2, Hck-Nef inh 1, hK5 inh -3, Thrombin inh -6, Rad51 HR inh -5, FXIa inh -10, TNF death inh -0.9, FXIIa inh 1536 -9 and Cl transport mod -0.46.
`CC1CCCCN1Cc1ccc(N(C)C)cc1` (stereo not drawn) gave L929 necroptosis -0.3, Hck-Nef inh 1, hK5 inh 5, Thrombin inh 1, Rad51 HR inh 3, FXIa inh 4, TNF death inh -1.8 and FXIIa inh 1536 13.
Screening CCn1c(SCC(=O)Nc2ccc(OC)c(OC)c2)nnc1-c1ccco1 returned L929 necroptosis -0.5, Hck-Nef inh 17, hK5 inh 1, Thrombin inh 0, Rad51 HR inh 4, FXIa inh 1, TNF death inh 1.8, FXIIa inh 1536 6 and Cl transport mod 0.095.
Screening CCC1(C)Cc2ccccc2/C(=C/C(=O)N2CCCCC2)N1 (stereo not drawn) returned L929 necroptosis 0.0, Hck-Nef inh 0, hK5 inh -1, Thrombin inh -6, Rad51 HR inh 2, FXIa inh -6, TNF death inh 0.2, FXIIa inh 1536 -3 and Cl transport mod -1.9.
For COc1ccc(N2C(=O)[C@@H]3[C@H](C2=O)[C@H](C(C)=O)N2c4ccccc4C=C[C@@H]32)cc1 the results were L929 necroptosis 2.0, Hck-Nef inh 20, hK5 inh 3, Thrombin inh 4, Rad51 HR inh -50, FXIa inh 1, TNF death inh -2.1, FXIIa inh 1536 11 and Cl transport mod -1.
For CCC(C)(C)n1nnnc1CN1CCN(c2ccc(OC)cc2)CC1 the results were L929 necroptosis -0.1, Hck-Nef inh 5, hK5 inh 16, Thrombin inh -2, FXIa inh -1, TNF death inh 1.5, FXIIa inh 1536 10 and Cl transport mod -0.74.
O=C1CC(c2ccc(F)cc2)Cc2nc(N3CCOCC3)ncc21 (stereo not drawn) was read as L929 necroptosis -0.6, Hck-Nef inh -4, hK5 inh -5, Thrombin inh -4, Rad51 HR inh 7, FXIa inh 5, TNF death inh -1.9, FXIIa inh 1536 14 and Cl transport mod 0.72.
For O=C(Cc1ccc(Br)cc1)NNC(=O)Nc1ccc(Cl)cc1 the results were L929 necroptosis 2.5, Hck-Nef inh 0, hK5 inh -14, Thrombin inh 4, Rad51 HR inh 13, FXIa inh -1, TNF death inh 0.6, FXIIa inh 1536 3 and Cl transport mod 0.2.
Cc1cc(-n2c(C)cc(C(=O)CN3C(=O)NC4(CCCCC4C)C3=O)c2C)no1 (stereo not drawn) was read as L929 necroptosis 1.0, Hck-Nef inh 1, hK5 inh -1, Thrombin inh -9, Rad51 HR inh 4, FXIa inh -12, TNF death inh 1.7 and FXIIa inh 1536 -6.
Cc1ccn(-c2cccc(-n3ccc(C)n3)n2)n1 was read as L929 necroptosis 0.6, Hck-Nef inh 1, hK5 inh -10, Thrombin inh -2, Rad51 HR inh 2, FXIa inh 1, TNF death inh 0.5 and FXIIa inh 1536 12.
For COc1cccc(-n2c(SCC(=O)N3c4ccccc4CC3C)nnc2-c2ccco2)c1 (stereo not drawn) the results were L929 necroptosis -0.8, Hck-Nef inh 2, hK5 inh -20, Thrombin inh 4, Rad51 HR inh 2, FXIa inh 5, TNF death inh 1.3, FXIIa inh 1536 15 and Cl transport mod -2.1.
Screening COc1ccsc1C(=O)Nc1ccc(F)cc1F returned L929 necroptosis 1.2, Hck-Nef inh 27, hK5 inh 1, Thrombin inh -5, Rad51 HR inh 2, FXIa inh -7, TNF death inh -0.7 and FXIIa inh 1536 8.
`CCc1nc(Sc2nnnn2-c2ccccc2)c2c3c(sc2n1)CCCC3` gave L929 necroptosis -0.7, Hck-Nef inh 3, hK5 inh -19, Thrombin inh -10, Rad51 HR inh 7, FXIa inh -1, TNF death inh -8.2, FXIIa inh 1536 6 and Cl transport mod -1.1.
`O=C1CCNc2cc3ccccc3cc21` gave L929 necroptosis 0.7, Hck-Nef inh 8, hK5 inh -4, Thrombin inh 22, Rad51 HR inh -13, FXIa inh 15, TNF death inh -3.8 and FXIIa inh 1536 19.
`CN(Cc1ccccc1)c1cc(Cl)nc(N)n1` gave L929 necroptosis 0.8, Hck-Nef inh 12, hK5 inh 4, Thrombin inh -2, Rad51 HR inh -7, FXIa inh -2, TNF death inh -2.6, FXIIa inh 1536 6 and Cl transport mod 0.12.
CCCOC(=O)CCNc1n[nH]c(=O)[nH]c1=O was read as L929 necroptosis 0.2, Hck-Nef inh 0, hK5 inh 3, Thrombin inh -1, Rad51 HR inh 2, FXIa inh -3, TNF death inh 1.3, FXIIa inh 1536 0 and Cl transport mod 1.7.
O=C(NCCCl)C1Cc2c(ccc3ccccc23)O1 (stereo not drawn) was read as L929 necroptosis -0.2, Hck-Nef inh -8, hK5 inh -12, Thrombin inh -5, Rad51 HR inh 32, FXIa inh -6, TNF death inh -0.4, FXIIa inh 1536 3 and Cl transport mod -0.35.
For CCOC(=O)CC(=O)CSc1nc2c(c(-c3cccs3)c1C#N)CCC2 the results were L929 necroptosis 1.0, Hck-Nef inh 5, hK5 inh -10, Thrombin inh -9, Rad51 HR inh -3, FXIa inh -5, TNF death inh 3.0, FXIIa inh 1536 9 and Cl transport mod -2.
Screening Cc1ccc(N2CC(C)Cn3c2nc2c3c(=O)n(CC(=O)OCc3ccccc3)c(=O)n2C)cc1C (stereo not drawn) returned L929 necroptosis 0.3, Hck-Nef inh 0, hK5 inh 44*, Thrombin inh 15, Rad51 HR inh 5, FXIa inh 6, TNF death inh 2.9 and FXIIa inh 1536 25.
Cc1ccc(C)c(OCCCC(=O)Nc2ccccc2C(N)=O)c1 was read as L929 necroptosis -1.1, Hck-Nef inh -4, hK5 inh 0, Thrombin inh -1, Rad51 HR inh 12, FXIa inh 6, TNF death inh 1.1, FXIIa inh 1536 10 and Cl transport mod -1.2.
`CSc1nnc(NC(=O)c2cc3ccccc3oc2=O)s1` gave L929 necroptosis 0.3, Hck-Nef inh 2, hK5 inh -15, Thrombin inh -1, Rad51 HR inh -4, FXIa inh 2, TNF death inh -0.4, FXIIa inh 1536 11 and Cl transport mod -0.12.
Screening C=CCNC(=O)C(=O)N/N=C/c1cccc(Br)c1 returned L929 necroptosis 2.0, Hck-Nef inh 22, hK5 inh -2, Rad51 HR inh -4, FXIa inh -1, TNF death inh -1.7, FXIIa inh 1536 10 and Cl transport mod -0.13.
CCN(C(=S)NC(=O)CCc1ccccc1)c1ccccc1 was read as L929 necroptosis 1.3, Hck-Nef inh 1, hK5 inh -13, Thrombin inh -5, Rad51 HR inh 0, FXIa inh -4, TNF death inh 0.9, FXIIa inh 1536 6 and Cl transport mod 4.7*.
Screening CCCCNS(=O)(=O)c1ccc2nc(-c3cccnc3)cc(C(=O)NCCCOC)c2c1 returned L929 necroptosis -0.5, Hck-Nef inh 7, hK5 inh -4, Thrombin inh -7, Rad51 HR inh 4, FXIa inh -4, TNF death inh 0.2, FXIIa inh 1536 0 and Cl transport mod -0.67.
Screening CC(=O)Nc1ccc(S(=O)(=O)Nc2cccc(-c3cn4cccnc4n3)c2)cc1 returned L929 necroptosis 1.0, Hck-Nef inh 7, Thrombin inh -6, Rad51 HR inh -4, FXIa inh 3, TNF death inh 0.2, FXIIa inh 1536 8 and Cl transport mod 0.065.
O=C(NC(=S)NNS(=O)(=O)c1ccccc1)c1ccccc1[N+](=O)[O-] was read as L929 necroptosis 0.0, Hck-Nef inh 3, hK5 inh -71, Thrombin inh 3, FXIa inh 8, TNF death inh 1.0, FXIIa inh 1536 12 and Cl transport mod 0.24.
`CNc1nc(-c2ccc3c(c2)CCN3S(=O)(=O)c2ccccc2)c(C)s1` gave L929 necroptosis 14, Hck-Nef inh 19, hK5 inh -1, Thrombin inh 3, Rad51 HR inh 0, FXIa inh -4, TNF death inh -10, FXIIa inh 1536 4 and Cl transport mod -1.2.
